Source: PubChem (Fisher Drug Discovery Resource Center)
mcGAS inh: cyclic GMP-AMP synthase inhibitors, mouse, primary biochemical chemiluminescence. Q8C6L5. recombinant cGAS, Kinase-Glo ATP depletion luminescence. inhibition, % at 12.5 µM. hit rate 0.15% among 160,000. AID 1259399, 2018;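 note: 0% = negative control wells and 100% = reference inhibitor with no enzyme activity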
NPYLR7 agonist: agonists of mosquito NPYLR7 receptor, primary screen, cell-based, Aedes aegypti, calcium fluorescence, mosquito biting behavior; Aedes aegypti neuropeptide Y-like receptor 7 (NPYLR7); HEK293T NPYLR7/Galpha15, GCaMP6s calcium fluorescence; activation, % at 10 µM; hit rate 0.15% among 270,000; AID 1259423, 2018; in the data active = activation above about 40%;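 note: 0% = vehicle and 100% = reference agonist at the receptor; some compounds past the cut are filed as inactive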
hcGAS lum: Primary biochemical luminescence assay for human cyclic GMP-AMP synthase inhibitors; Q8N884; inhibition, % at 12.5 µM; hit rate 0.081% among 290,000; recombinant h-cGAS, ATP depletion, Kinase-Glo luminescence;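 note: 0% = vehicle reaction and 100% = reaction without DNA for no activity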
Target sequence (Q8N884 whole entry, looked up): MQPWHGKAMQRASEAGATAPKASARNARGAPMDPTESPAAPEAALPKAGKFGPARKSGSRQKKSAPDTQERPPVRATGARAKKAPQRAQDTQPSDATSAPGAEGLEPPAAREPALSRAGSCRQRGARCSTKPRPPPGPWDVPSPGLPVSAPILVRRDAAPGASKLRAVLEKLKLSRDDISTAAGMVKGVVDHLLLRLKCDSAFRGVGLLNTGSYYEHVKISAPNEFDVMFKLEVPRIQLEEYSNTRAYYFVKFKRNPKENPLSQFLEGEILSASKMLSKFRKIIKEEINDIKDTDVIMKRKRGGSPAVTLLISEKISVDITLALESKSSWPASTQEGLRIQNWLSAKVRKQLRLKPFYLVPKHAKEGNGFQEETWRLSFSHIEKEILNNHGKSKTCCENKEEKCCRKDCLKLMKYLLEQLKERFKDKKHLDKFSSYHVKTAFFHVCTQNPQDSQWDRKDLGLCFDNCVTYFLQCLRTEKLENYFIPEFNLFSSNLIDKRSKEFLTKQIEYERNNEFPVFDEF
The depositor's hits bear a star; . = not tested or not shown; & = joins results of further samples. Cut-off read from the data, not from the text of the source, unless noted: active = inhibition above about 40%; inactive = the rest.

The first 2 entries as a preview:
SMILES	mcGAS inh	NPYLR7 agonist	hcGAS lum
Fc1ccccc1SCCN1CCN(CC2CC2)CC1	.	4	-3
CC(C)(C)c1cc(OC(=O)C2CC2)ccc1O	.	12	-4

The whole of this part, from the start:
SMILES	mcGAS inh	NPYLR7 agonist	hcGAS lum
Fc1ccccc1SCCN1CCN(CC2CC2)CC1	.	4	-3
CC(C)(C)c1cc(OC(=O)C2CC2)ccc1O	.	12	-4
COc1cc(C=CC(=O)N2CCN(C(=O)Cc3ccccc3)CC2)ccc1OCc1ccccc1	.	-6	2
Cn1cc(/C=C/C(=O)Nc2ccccc2N2CCc3ccccc3C2)cn1	.	4	-1
Cc1nn(C)c(C)c1CN(CC1CCCC1)C1CC1	.	6	-5
COc1ccc2nc(-c3cccc(NS(=O)(=O)c4ccc(C(C)=O)cc4)c3)cn2n1	-11	-6	-3
COc1ccccc1C(=O)Nc1nnc(-c2ccc(C(C)(C)C)cc2)s1	-6	-9	-5
COc1cccc(-c2cc(-c3ccc(C(=O)NCc4cccs4)cc3)[nH]n2)c1	-6	-2	-1
CCC(NC(=O)CSCc1ccc(C#N)cc1)c1cnn(CC)c1 (stereo not drawn)	-2	7	2
O=C(NCCN1CCCC1)c1nn(-c2ccccc2)c(=O)n(Cc2ccccc2F)c1=O	-7	9	-9
Cc1nnc(-c2cc3ccccc3n2Cc2ccccc2C)o1	-1	-7	1
O=C(O)c1ccc(-n2c(C3C4CCCCC43)n[nH]c2=S)cc1 (stereo not drawn)	.	-8	0
Cn1ncc2c1ncn1c(COc3ccc(Cl)cc3)nnc21	-2	15	-11
CC(C)c1c(-c2ccccc2)ncn1CC(=O)N1CCNCC1	-8	0	-1
Cc1cc(Cl)ccc1NC(=O)CCCN1C(=O)NC2(CCCC2)C1=O	-5	-5	-1

Fetched one by one from above (4):
SMILES	mcGAS inh	NPYLR7 agonist	hcGAS lum
O=C(NCCN1CCCC1)c1nn(-c2ccccc2)c(=O)n(Cc2ccccc2F)c1=O	-7	9	-9
Cc1nn(C)c(C)c1CN(CC1CCCC1)C1CC1	.	6	-5
Cn1cc(/C=C/C(=O)Nc2ccccc2N2CCc3ccccc3C2)cn1	.	4	-1
CC(C)c1c(-c2ccccc2)ncn1CC(=O)N1CCNCC1	-8	0	-1

Following part.
SMILES	mcGAS inh	NPYLR7 agonist	hcGAS lum
CCOc1ccc2cc(-c3csc(Nc4ccccc4F)n3)c(=O)oc2c1	-5	-2	-5
O=C(NC(Cc1ccccc1)C(=O)Nc1nnc(-c2cccc(Cl)c2)s1)c1cccc([N+](=O)[O-])c1 (stereo not drawn)	-3	24	-6
Cc1ccc(-c2nc3ccccn3c2NC(=O)CCCCl)cc1	-5	-3	-2
COc1ccc(-n2ncc3c2CC(C)(C)CC3NC(=O)CSc2nnc(C)o2)cc1 (stereo not drawn)	-10	5	-6
O=C(Cc1ccc(F)cc1)NCCCn1nc(-c2ccc(F)cc2)ccc1=O	.	-4	1
CCN(CC)C(=O)Oc1ccc2c(ccn2Cc2ccc(OC(F)(F)F)c(Cl)c2)c1-c1ccc(C#N)cc1	-5	7	-4
O=C1NC(=S)N/C1=C/c1ccc(-c2ccccc2C(=O)O)o1	1	3	3
CC(C)(CNC(=O)c1cc2c(s1)CCCCCC2)N1CCOCC1	-4	-5	0
Cc1[nH]c(C(=O)N2CCC(CC(=O)NC3CCCCCC3)CC2)c(C)c1C	-3	.	-3
COc1cccc(CNC(=O)C(C)N2CCCCCC2)n1 (stereo not drawn)	-6	5&9	-4&-11
O=C(c1ccc(F)c(O)c1)N1CCCn2nc(C(=O)N3CCCC3)cc2C1	.	8	-6
Cc1ncc(C(=O)N2CCCC(CCc3ccc(F)cc3)C2)s1 (stereo not drawn)	-9	.	-3
CC(C(=O)N(C)C1(C#N)CCCCC1)N1CCN(c2ccccc2)CC1 (stereo not drawn)	.	14	-10
COc1ccc(C2(NC(=O)Nc3cccc(C#N)c3)CCCC2)cc1	-6	3	-5
COc1ccc(CN2CCNC(=O)C2CC(=O)N2CCC(OC)CC2)cc1OC (stereo not drawn)	.	6	-6
C#Cc1cccc(NCc2ccccc2)c1	.	23	-8
CCCCOc1ccccc1C1C(C(=O)OC)=C(C)NC2=C1C(=O)CCC2 (stereo not drawn)	-3	-6	-3
COc1ccc(-c2nnc(SCc3ccc(OC)c(F)c3)o2)c(OC)c1	.	1	-6
COc1cccc(-n2cc(CN(C)Cc3cn(C)nc3-c3cccc(Cl)c3)cn2)c1	-9	9	-9
COc1cc(CNC(=O)c2ccc(-c3cc(-c4ccc(Cl)cc4Cl)[nH]n3)cc2)cc(OC)c1	-8	6	-9
Cc1noc(NS(=O)(=O)c2c(C)sc3ccc(Cl)cc23)c1C	.	12	6
COc1ccccc1CNC(=O)c1nc(-c2ccccc2)oc1C	.	12	-1
COc1cccc(NC(=O)CN2CN(c3ccccc3)C3(CCN(C(=O)c4ccc([N+](=O)[O-])cc4)CC3)C2=O)c1	-6	17	-7
COc1ccc2nc(-n3nc(C)cc3NC(=O)c3cc(C)no3)sc2c1	-4	-9	-5
c1ccc(NC2CCCN(C3Cc4ccccc4C3)C2)cc1 (stereo not drawn)	-5	-1	-9
c1csc(Cc2nc(-c3cccs3)no2)c1	.	-4	-10
CNc1nc2cnc(Nc3ccc(F)c(Cl)c3)cc2n1Cc1cccnc1	-2	-15	2
COCCN1CCC(CN(CC2CCCO2)C(=O)c2ccccc2SC)CC1 (stereo not drawn)	-2	-9	5
COc1cn2c(cc1=O)C(=O)N(CCNC(=O)c1cccc(F)c1)CC2	.	15	-10
CN1CCN(n2c3c(c(SCC(=O)NC4CCCC4)nc2=O)CCC3)CC1	-10	-4	-12
Cc1ccn2c(=O)nc(SCC(=O)Nc3cccc(F)c3)nc2c1	-8	1	-9
CCCNC(=O)CCc1nc2sc3c(c2c(=O)[nH]1)CCCC3	.	8	-9
CCN(c1ccc(C(=O)NNC(=O)C2CC2)cc1)C(C)C	.	14	-7
CCOC(=O)c1ccccc1NC(=O)CSc1ccc(-c2cccnc2)nn1	-6	-8	-2
Cc1ncsc1CCCn1ccnc1-c1cccc2nonc12	-13	7	-4
S=c1n(CN2CCOCC2)nc(-c2c[nH]c3ccccc23)n1-c1ccc(Cl)cc1	.	1	9
COc1ccsc1C(=O)NC1c2ccccc2CC1O (stereo not drawn)	.	-4	2
CC(O)C1CCN(C(=O)C2(Cc3ccccc3)CCC2)CC1 (stereo not drawn)	-6	-1&11	-14&-11
CCS(=O)(=O)c1ccc2oc(-c3cccc(NC(=O)Nc4cccc(Cl)c4)c3)nc2c1	-9	5	-3
Cc1ccc(C(=O)Nc2cc(Cl)ccc2N2CCOCC2)o1	.	-10	4
CCc1cccc2c(C(CC(=O)N3CCC4(CC3)OCCO4)c3cccc(F)c3)c[nH]c12 (stereo not drawn)	-5	32	-10
N=C1C(c2nc3ccccc3s2)C(=O)CN1N=C1C(=O)Nc2ccc([N+](=O)[O-])cc21 (stereo not drawn)	-6	7	-7
CCCCCN(CC(=O)N1CCc2sccc2C1c1ccc(Cl)cc1Cl)C(=O)c1ccc(F)cc1 (stereo not drawn)	-5	13	-3
COc1ccc(C(=O)NC2CCN(c3ccccc3C(=O)N3CCCC3)CC2)cc1OC	1	2	-2
CCCC(C)c1nc(N2CCN(S(=O)(=O)Cc3ccccc3)CC2)c2cnn(-c3ccccc3)c2n1 (stereo not drawn)	0	2	-4
CCCN(Cc1cc(NC(=O)COC)ccc1N(C)C)C(=O)NC(C)(C)C	-10	.	-3
Cc1nnc(SCc2cc(=O)n3[nH]cnc3n2)s1	.	0&11	-7&-7
CSc1nc(N)cc(N)n1	-4	-1	-2
O=C(NCCc1nnc2ccc(SCC(=O)N3CCCCCC3)nn12)c1ccccc1	-3	-16	-1
O=C(c1cn(Cc2cccnc2)nn1)N1CCC2CCCCC21 (stereo not drawn)	.	-1	-12
COCc1nc(N2CCOc3ccc(Cl)cc3C2)c2cnn(C)c2n1	.	1	-5
COC(=O)CCCCCCC(=O)N1CC(=O)N2CCc3ccc(F)cc3C2C1 (stereo not drawn)	-6	21	-9
O=C(CCc1csc(NC(=O)c2ccc[nH]c2=O)n1)NCc1cccs1	-13	-14	-5
NC(=O)c1cccc(NC(=O)c2ccc(F)c(Br)c2)n1	.	-2	-3
COc1ccc(CN(C(=O)[C@H](C)NC(=O)COc2ccccc2)C2CC2)cc1	.	10	-12
COc1ccc(C)cc1N1C(=O)CSC1c1cccc(NC(=O)Nc2ccc(Cl)cc2Cl)c1 (stereo not drawn)	-6	4	-9
FC(F)(F)c1ccccc1Oc1ccc2c(-c3cccnc3)noc2n1	-7	20	-7
CCN1CCc2cc(OC)c(OC)cc2C1CNC(=O)Cc1ccccc1 (stereo not drawn)	-7	.	-9
CC(c1cccs1)n1nccc1NC(=O)CCC(=O)O (stereo not drawn)	-7	0&0	-10&-1
c1cncc(COC2CCN(Cc3ccc(C4CCCCO4)o3)CC2)c1 (stereo not drawn)	.	3	-5

Additional results:
SMILES	mcGAS inh	NPYLR7 agonist	hcGAS lum
Cc1ccccc1CSc1nnc(CN)n1-c1ccc(Cl)cc1Cl	.	3	-2
O=C(c1ccco1)N1CCCC(N2CCN(Cc3ccc4c(c3)OCO4)CC2)C1 (stereo not drawn)	.	8	3
O=C(c1cccc2cc[nH]c12)N(CC1CC1)CC(F)(F)F	.	5&-8	-8&16
Cc1ccc(C#N)cc1NS(=O)(=O)c1cnc2c(c1)c(C)nn2C	.	1	-5
O=C(NC1CC1)C1CCN(C2CCN(C(=O)c3csc4c3CCCC4)CC2)CC1	.	-6	-3
Cc1ccc(C(=O)NC(CC(C)C)C(=O)N(C)C)cc1F (stereo not drawn)	.	-1	-10
O=C(Nc1ccccc1-c1cccs1)NC1CCCn2ncnc21 (stereo not drawn)	.	1	1
CCn1ncnc1C1CC(=O)Nc2c1cnn2Cc1ccccc1Cl (stereo not drawn)	.	-1	5
Cc1ccc(C(C)CCN2CCN(Cc3ncccc3C)CC2)o1 (stereo not drawn)	-2	1	-2
CCC1C(=O)NCCN1c1ncnc2c1c(Br)nn2C (stereo not drawn)	.	7	-1
CCOC(=O)c1cnc(-c2ccncc2)nc1N1CCCC(C)C1 (stereo not drawn)	-5	19	-6
CC(=NCC1CCCO1)c1c(C)[nH]n(-c2ccc([N+](=O)[O-])cc2)c1=O (stereo not drawn)	.	11	1
CCN1CC(C(=O)Nc2ccccc2C(C)C)CC1=O (stereo not drawn)	.	0	-11
CC(C)(C)c1cc(NC(=O)CN2CCC(N3CCCC3=O)CC2)no1	.	-2	-7
O=C(C=C(C1CC1)C1CC1)NS(=O)(=O)N1CCCCC1	-9	0	-5
COC(=O)c1cccc(S(=O)(=O)NCc2cc(C)no2)c1C	.	9	-7
COc1ccc(CCC(=O)Nc2nc3ccc(Cl)cc3s2)cc1OC	-3	-2	-2
CC(C)COC(=O)N1CCCCC1c1cc(C(=O)NCc2ccc(F)cc2)no1 (stereo not drawn)	-8	4	-8
CN(C)S(=O)(=O)c1ccc2c(c1)CCN2S(=O)(=O)c1ccccc1F	.	-2	-3
FC(F)C(F)(F)Sc1nc2ccccc2[nH]1	.	-1	-6
COc1ccc(-c2cc(C(=O)Nc3ccccc3C(N)=O)c3ccccc3n2)cc1OC	2	-1	-1
COc1cccc(C(=O)N2CCN(c3ccc(-n4ccc(C)n4)nn3)CC2)c1OC	-4	-7	1
CN1C[C@@H](N)C[C@H]1C(=O)NCc1csc2ccc(Cl)cc12	1	4	1
CC1Oc2ccccc2OC1C(=O)N(C)Cc1ccsc1 (stereo not drawn)	.	7	-4
Cc1nc(-c2ccc3c(c2)CC(C)N3S(C)(=O)=O)cs1 (stereo not drawn)	.	3	-6
O=C(CC1C=CCC1)NCC(=O)Nc1ccc(-n2cncn2)cc1 (stereo not drawn)	-12	-2	-9
COc1ncccc1-c1ccc(NS(C)(=O)=O)nc1	.	-2	2
O=C(C1CC2CCC1C2)N1CCCc2cc(F)c(F)cc21 (stereo not drawn)	.	3	-7
NC1=NC(c2cccc(Cl)c2)n2c(nc3ccccc32)N1 (stereo not drawn)	1	6&4	-7&-1
CS(=O)(=O)N1CCN(c2ncnc3c2nnn3-c2ccccc2)CC1	-7	-9	-6
CCOC(=O)C1(Cc2ccc(OC)cc2)CCN(C(=O)CSc2nncn2C)CC1	.	4	-8
Cc1ccccc1CSc1nc(Oc2cccc(F)c2)cc(C(C)C)n1	-3	3	1
CC1=CC[C@@H]2CN(C(=O)CCCn3cncn3)C[C@@H]2C1	.	-2	-2
CC1(c2noc(C3(C)CCOCC3)n2)CCNCC1	-5	.	-4
CCOC(=O)c1nn(-c2ccccc2Cl)c(=O)cc1OCC(=O)Nc1ccccc1	.	10	0
O=C(CCC(=O)N1CCc2c([nH]c3ccccc23)C1)NC[C@@H]1CCCO1	-3	-7	-3

Results in mcGAS inh and hcGAS lum (four entries from above):
mol	mcGAS inh	hcGAS lum
Cc1ccccc1CSc1nc(Oc2cccc(F)c2)cc(C(C)C)n1	-3	1
CC1=CC[C@@H]2CN(C(=O)CCCn3cncn3)C[C@@H]2C1	.	-2
CC1(c2noc(C3(C)CCOCC3)n2)CCNCC1	-5	-4
CCOC(=O)c1nn(-c2ccccc2Cl)c(=O)cc1OCC(=O)Nc1ccccc1	.	0
